# Screens from PubChem.
# M18AAP inhibitor: PfM18AAP enzyme inhibition; hit rate 1.2% among 290,000; recombinant PfM18AAP, H-Glu-NHMec fluorogenic cleavage; AID 1822; inhibition, % at 7.35 µM;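 active = inhibition above the campaign mean inhibition over all tested compounds plus 3 SD, cut at about 28% in these data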;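 also: 0% = plate median of test compound wells and 100% = 2 mM ZnCl2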
# GPR7 antag: antagonists of human GPR7 (neuropeptides B/W receptor 1). P48145. GPR7-expressing cells, fluorescence antagonist assay. inhibition, % at 4.4 µM. hit rate 1.1% among 290,000; in the data active = inhibition above about 16%, passing the limit was not always enough;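 also: cells stimulated with the agonist NPW; 0% = agonist with vehicle and 100% = vehicle without agonist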
# Target sequence (P48145 whole entry, looked up): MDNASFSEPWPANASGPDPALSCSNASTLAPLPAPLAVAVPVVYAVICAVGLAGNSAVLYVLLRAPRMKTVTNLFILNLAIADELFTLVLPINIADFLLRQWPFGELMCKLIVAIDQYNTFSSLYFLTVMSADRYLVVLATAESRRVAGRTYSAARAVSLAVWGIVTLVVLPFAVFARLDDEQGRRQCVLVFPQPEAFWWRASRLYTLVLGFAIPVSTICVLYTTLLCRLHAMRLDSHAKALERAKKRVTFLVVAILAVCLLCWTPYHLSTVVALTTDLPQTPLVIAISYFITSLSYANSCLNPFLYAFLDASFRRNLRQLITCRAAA
# PHOSPHO1 block: blocks human PHOSPHO1 phosphatase activity; Q8TCT1; recombinant PHOSPHO1, absorbance phosphatase assay; inhibition, % at 13.3 µM; hit rate 1.1% among 290,000; AID 1565; in the data active = inhibition above about 60%
# Target sequence (Q8TCT1 whole entry, looked up): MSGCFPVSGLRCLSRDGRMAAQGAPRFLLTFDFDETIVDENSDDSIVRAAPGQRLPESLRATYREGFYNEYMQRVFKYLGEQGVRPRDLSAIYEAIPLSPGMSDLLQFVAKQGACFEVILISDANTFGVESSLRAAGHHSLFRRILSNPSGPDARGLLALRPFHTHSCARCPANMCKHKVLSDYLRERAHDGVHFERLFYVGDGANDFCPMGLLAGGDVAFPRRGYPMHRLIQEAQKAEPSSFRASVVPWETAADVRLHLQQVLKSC
# IDE act: IDE (human) activation, cell-based; P14735; activation, % at 5.96 µM; HEK cells, FAbeta-B cleavage, fluorescence polarization; 0% vehicle, 100% cell-free pure enzyme wells; hit rate 0.073% among 340,000; AID 493087;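 active = activation above the mean of all tested compounds plus 3 SD, set per screening campaign, cut at about 17% in these data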
# IMP-1 inhibitor: inhibitors of Pseudomonas aeruginosa IMP-1 metallo-beta-lactamase; purified IMP-1, nitrocefin hydrolysis, epi-absorbance fluorescence; inhibition, % at 5.6 µM; hit rate 0.45% among 290,000;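 active = inhibition above the mean plus 3 SD of all compounds in the same screening run, cut at about 4.5% in these data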;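 also: 0% = IMP-1 with DMSO and 100% = DMSO wells lacking enzyme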
#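 System: purified recombinant IMP-1 beta-lactamase. Medium: Zinc- and detergent-supplemented HEPES buffer, pH 7.1. Compound: one 5.6 µM dose […]. Schedule: 15 min preincubation plus 25 min reaction at 25 °C. Technique: Epi-absorbance fluorescence, 480 nm excitation, 530 nm emission.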
# IDE inh: inhibitors of human insulin-degrading enzyme in cells | HEK cells, FAbetaB cleavage, fluorescence polarization | inhibition, % at 5.59 µM | hit rate 0.41% among 320,000 | AID 434962;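 active = percent inhibition above the average of all tested compounds plus 3 SD, set per screening campaign, cut at about 16% in these data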;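 also: IDE supplied by intact live HEK cells; FP after avidin binding of uncleaved biotin substrate so inhibition keeps polarization high; 0% = DMSO wells and 100% = 60 µM reference IDE inhibitor Ii1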
# NALP1 yeast inh: NALP1 inhibition; S. cerevisiae NALP1/ASC/caspase-1 growth, X-gal OD620, 72 h; inhibition, % at 10 µM; hit rate 0.61% among 280,000; AID 2071; in the data active = inhibition mostly above about 24%, no sharp cut-off; inactive = mostly below about 32%; also: some compounds called inactive have numbers as strong as hits
# VIM-2 inh: inhibitors of Pseudomonas aeruginosa VIM-2 metallo-beta-lactamase. AID 1527. inhibition, % at 5.6 µM. purified VIM-2, nitrocefin hydrolysis, epi-absorbance fluorescence. hit rate 0.89% among 290,000;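 active = inhibition above the mean of all tested compounds plus 3 SD, cutoff set per screening run, cut at about 7.5% in these data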;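 also: red hydrolysis product quenches plate fluorescence so inhibitors raise well fluorescence; 0% = enzyme with DMSO and 100% = DMSO without enzyme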
# p-CIP stab down: p/CIP protein destabilization; Q05BA5; F442A p/CIP-EGFP cells, EGFP fluorescence, 16 h; decrease of EGFP signal, % at 10 µM; hit rate 0.01% among 290,000; AID 1984;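 active = EGFP signal decrease of at least 30% at 10 µM or well 3 SD below plate mean, unless failing retest; inactive = the rest, including hits failing retest or dose response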; also: some compounds called inactive have numbers as strong as hits; many of its hits are not listed in these tables
# An asterisk follows results filed as active; . = no result given. The order is random; about 5.3% have a hit in one of these screens.
# Start of the listing, in advance:
SMILES,M18AAP inhibitor,GPR7 antag,PHOSPHO1 block,IDE act,IMP-1 inhibitor,IDE inh,NALP1 yeast inh,VIM-2 inh,p-CIP stab down
Cn1cnc2cc(NC(=O)c3cccs3)ccc21,5,17,28,-2,0.4,-2,-10,-2.1,4
O=C(Nc1cccc(NC(=O)c2ccccc2Cl)c1)c1cccs1,-2,-3,29,3,-2.8,5,3,-1.9,-13
CC1=NN(C(C#N)c2ccc([N+](=O)[O-])cc2)C(C)(C)C1 (stereo unspecified),16,-7,36,.,-3.2,6,31,-1.4,1
Cc1n[nH]c(=S)n1-c1ccccc1,3,12,90*,-1,2.4,-7,-9,10*,5

# All compounds of this part, previewed entries included:
SMILES,M18AAP inhibitor,GPR7 antag,PHOSPHO1 block,IDE act,IMP-1 inhibitor,IDE inh,NALP1 yeast inh,VIM-2 inh,p-CIP stab down
Cn1cnc2cc(NC(=O)c3cccs3)ccc21,5,17,28,-2,0.4,-2,-10,-2.1,4
O=C(Nc1cccc(NC(=O)c2ccccc2Cl)c1)c1cccs1,-2,-3,29,3,-2.8,5,3,-1.9,-13
CC1=NN(C(C#N)c2ccc([N+](=O)[O-])cc2)C(C)(C)C1 (stereo unspecified),16,-7,36,.,-3.2,6,31,-1.4,1
Cc1n[nH]c(=S)n1-c1ccccc1,3,12,90*,-1,2.4,-7,-9,10*,5
Cc1nc2ccc([N+](=O)[O-])cc2c(=O)n1Cc1cccc(Br)c1,0,47*,39,-5,0.1,3,11,-0.1,3
O=C(Nc1cccc(F)c1)c1ccccc1,-10,10,38,2,0.5,-2,2,1.5,-4
Cc1sc2ncnc(NCc3cccnc3)c2c1C,-17,-6,38,7,-3.0,2,2,3.2,3
CCOC(=O)N1CCN(C(=O)COc2ccc(Cl)c(C)c2)CC1,-10,13,-9,-1,-1.4,5,23,-0.6,-5
Cc1ccccc1Cn1nc(C)c(NC(=O)C(F)(F)F)c1C,-1,-9,9,2,-1.5,7,9,-2.1,1
CC(OC(=O)c1ccc(NS(=O)(=O)c2ccc3[nH]c(=O)[nH]c3c2)cc1)C(=O)Nc1cccc(Cl)c1Cl (stereo unspecified),1,-19,35,8,-1.5,-5,.,-2.2,2
Cc1nn(CC(=O)N2CCCc3ccccc32)c(C)c1[N+](=O)[O-],-10,-3,23,4,-0.7,5,1,1.0,11
COC(=O)[C@@H]1CC[C@H](C)[C@@H](c2ccc(C)cc2)N1C(=O)c1ccc(/C=N/OCC[C@@H]2C=C[C@H](OC(C)=O)[C@@H](COC(C)=O)O2)cc1,-1,14,6,.,-0.3,0,25,-2.4,-7
CCOC(=O)c1ccc(/C=C2/C=C(c3ccccc3)N(c3ccc(Cl)c(C(=O)O)c3)C2=O)cc1,-3,-2,-8,-7,-0.7,17*,36,-3.1,-9
O=S(=O)(c1ccccc1)N(Cc1ccccc1)c1ccccn1,6,8,10,-1,-1.0,-1,-22,-0.3,6
Cn1c(=O)c2c(SCc3ccccn3)nc(CC(C)(C)C)nc2n(C)c1=O,-2,-9,22,-8,-4.5,1,27,-1.9,-12
CCS(=O)(=O)C(=C1Nc2ccccc2N1)S(=O)(=O)CC,-5,3,54,4,-1.9,6,6,-1.4,8
CCOC(=O)c1sc2ncn(/N=C/c3ccc(O)cc3)c(=O)c2c1C,6,-4,44,-9,-1.5,4,-2,-1.4,-4
COC(=O)c1ccc(/C=N/NC(=O)c2ccccc2Cl)cc1,-13,1,-8,8,-0.7,0,27,0.1,-7
Cn1cnnc1Sc1ccc(C(F)(F)F)cc1[N+](=O)[O-],-2,-15,20,.,-2.8,0,9,0.5,13
COc1ccc(/C=C2\SC(=N)N(c3nccs3)C2=O)cc1OC,-6,-8,-17,2,-7.9,0,22,-2.7,-6
COc1ccc(N=Nc2nc3ccc(Br)cc3n2C)cc1,1,17,-31,28*,25*,-9,-8,26*,-336
CC(C)OC(=O)c1cccc(C(=O)OCc2ccco2)n1,21,-4,24,4,-3.9,3,10,-3.8,-13
Cc1cc(NN)nc(NS(=O)(=O)c2ccccc2Cl)n1,39*,-3,34,4,-2.6,5,-1,-1.3,1
O=C(COc1cccnc1[N+](=O)[O-])Nc1ccccc1Sc1ccccc1,1,-14,-35,3,-0.6,5,36,-0.8,-9
COCCN(CC(=O)Nc1ccc(F)cc1)S(=O)(=O)c1ccc(S(=O)(=O)N2CCCC2)cc1,-3,-3,23,10,0.8,-3,-18,-1.8,-9
# Next results follow.
SMILES,M18AAP inhibitor,GPR7 antag,PHOSPHO1 block,IDE act,IMP-1 inhibitor,IDE inh,NALP1 yeast inh,VIM-2 inh,p-CIP stab down
C/C(CC(=O)Nc1ccc2c(c1)OCCO2)=N\NC(=O)C(=O)Nc1ccccc1C,4,-14,37,4,-3.2,7,4,-3.7,-3
Cc1cc(C)c2c(N)c(C(=O)Nc3ncc(C)s3)sc2n1,10,-9,-17,1,-5.5,11,4,-0.7,-10
COc1ccc2c(c1)O[C@@H](c1ccc3c(c1)OCO3)[C@H](OC(=O)Nc1cc(OC)c(OC)c(OC)c1)C2=O,-5,9,-14,.,-6.1,.,13,-2.5,-1
CCc1ccc(Cc2cnc(NC(=O)C3=NCCN3)s2)cc1,6,1,18,4,-1.9,7,-4,-3.8,-4
Cc1ccccc1CSCC(=O)c1c(N)n(CC(C)C)c(=O)n(C)c1=O,0,5,8,-2,-3.2,1,-2,-1.6,-3
COc1cccc2c(=O)n(CC(=O)N3CCCCC3)ccc12,-1,-3,-10,2,-3.8,1,27,-6.0,-16
O=C(Nc1cccc(-n2cccn2)c1)C1CCCN(Cc2cc3ccccc3[nH]2)C1 (stereo unspecified),10,2,31,-3,-1.3,.,11,1.2,-4
Cn1cnnc1SCC(=O)N1N=C2/C(=C/c3ccco3)CCCC2C1c1ccco1 (stereo unspecified),3,-11,80*,-24,-1.6,17*,15,-2.8,-5
CC(=O)Oc1ccccc1N(C(C)=O)S(=O)(=O)c1ccc(C)cc1,6,-5,-27,1,-4.5,3,13,-3.8,-1
CCC(=O)c1ccc(OC(=O)Cc2ccc(OC)cc2)cc1,10,7,44,2,0.1,-5,3,1.1,2
Fc1ccccc1-c1nc(-c2ccc(Br)o2)no1,2,-17,24,4,-1.6,2,9,-4.8,-8
CSc1ncc(Cl)c(C(=O)Nc2ccc(S(=O)(=O)N3CCOCC3)cc2)n1,8,3,-11,1,2.1,2,3,-0.6,-8
O=C(CCn1cnnn1)N1CCCC(Nc2ccc(F)c(F)c2)C1 (stereo unspecified),6,7,9,1,-3.1,13,-5,-2.0,-7
O=C(N/N=C/c1ccc2c(c1)OCO2)c1sc2cccc(Cl)c2c1Cl,1,9,0,4,-3.0,-2,40,-2.2,-3
CCC(=O)N1CCc2cc(OC)c(OC)cc2C1COc1ccc(F)cc1 (stereo unspecified),1,17,42,1,-2.2,0,11,-0.8,-12
Cc1ccc(S(=O)(=O)N2CCN(C(=O)CCC(=O)NCCc3ccc(F)cc3)CC2)cc1,-5,0,-34,-1,-0.2,-2,13,2.6,3
O=C(CCc1nc2ccccc2s1)Nc1ccccc1,-4,-5,14,0,-4.2,1,54,-3.5,2
COc1ccc2[nH]c3c(=O)n(CCCCC(=O)N4CCC(C(N)=O)CC4)c(=S)[nH]c3c2c1,0,-13,104*,-10,-4.6,1,-28,-3.8,-5
CCOc1ccccc1C(=O)NC(C(=O)Nc1ccccc1N1CCOCC1)C(C)C (stereo unspecified),-9,-4,6,6,-1.2,-2,-1,-0.5,-4
CC(=O)Nc1ccc(S(=O)(=O)NCCSCc2ccccc2Cl)cc1,7,2,-17,6,-0.8,4,11,-0.8,5
Clc1ccc(-c2nnc(N3CCOCC3)o2)cc1,0,-2,16,5,-1.8,-2,-11,-1.2,-6
COc1cc(/C=C2/CCC/C(=C\c3cc(O)c(OC)c(Cl)c3)C2=O)cc(Cl)c1O,16,0,-36,-20,-2.3,23*,24*,0.9,3
COc1ccc(NCc2nnc(SCC(=O)Nc3ccc(OC)cc3)n2C)cc1,0,-10,20,-2,-1.2,-2,12,-0.4,-6
C/C(=N\NC(=O)C12CCC(C)(C(=O)O1)C2(C)C)c1ccccc1O (stereo unspecified),0,-12,16,12,-4.9,3,-16,-3.0,-3
CCOC(=O)C(C(=O)OCC)C1N=C(N)N=C2Oc3ccccc3N21 (stereo unspecified),-1,-4,1,4,-6.3,0,9,-3.5,-7
# (list continues)
SMILES,M18AAP inhibitor,GPR7 antag,PHOSPHO1 block,IDE act,IMP-1 inhibitor,IDE inh,NALP1 yeast inh,VIM-2 inh,p-CIP stab down
COc1ccc(NC(=S)N(CCCN2CCOCC2)Cc2cn(C)c3ccccc23)cc1,10,-5,-13,-6,-2.5,3,6,-2.7,-7
CCOC(=O)c1c(NC(=O)/C=C/c2ccc3c(c2)OCO3)sc(C)c1C,-11,-10,10,.,-2.7,.,4,-2.8,-16
CC(NC(=S)Nc1ccc(S(=O)(=O)N2CCOCC2)cc1)C1CC2CCC1C2 (stereo unspecified),0,-3,8,2,-3.8,6,9,-1.8,1
Cc1cc(=O)oc2c1ccc1ccccc12,14,33,7,3,2.5,7,10,11*,6
O=c1c(C/C=C/c2ccccc2)c(O)nc2n1CCCS2,0,2,23,3,-1.4,2,10,-1.7,-3
COc1ccc(S(=O)(=O)N2CCCCCC2)cc1N(C)S(=O)(=O)c1ccccc1,0,-1,13,2,0.8,6,29,1.5,-20
CCOC(=O)COc1cccc2c(=O)n(CC(=O)N3CCN(C(=O)OCC)CC3)ccc12,4,2,10,5,-3.3,-6,-62,-6.3,4
O=[N+]([O-])c1cc([N+](=O)[O-])c(Oc2ccc(Cl)c3cccnc23)cc1NN1CCCCC1,6,6,20,1,0.6,0,4,1.4,5
CN1CCN(CC(=O)NC2CCCCC2)CC1,-9,-2,19,0,-2.2,-5,12,-3.5,6
COC(=O)CCCC(=O)N1CCCC(N(C)CCc2ccccc2)C1 (stereo unspecified),-9,-3,19,2,-3.0,-2,-4,-0.8,6
Cc1nnc(SCC(=O)NNC(=O)c2ccco2)n1-c1cccc(Cl)c1,7,-9,12,2,-1.9,8,8,-0.7,-2
Cc1ccc(/C=C2\SC(=S)N(CCCC(=O)N3CCOCC3)C2=O)cc1,5,-2,8,0,-0.1,-6,9,1.0,6
CC1CN(CCOCCSc2ccc(Cl)cc2)CC(C)O1 (stereo unspecified),2,-9,3,2,-1.7,0,15,1.0,-7
CCCS(=O)(=O)c1nc(S(=O)(=O)c2ccc(C)cc2)c(NCc2ccco2)s1,18,-3,-12,-5,-3.4,-1,22,-2.4,-1
CCCCn1c2c(c(=N)c3c1CCC3)CCC2,5,9,95*,-2,4.8*,2,2,-8.2,-10
CN(Cc1ccncc1)C1CC(=O)N(c2ccc(F)cc2)C1=O (stereo unspecified),-3,-1,4,6,0.2,-4,27,1.0,18
O=C(NCCCN1CCOCC1)/C(=C/c1cccnc1)NC(=O)c1ccccc1,-7,1,15,-9,-0.4,2,12,0.3,6
COC(=O)COc1ccc(S(=O)(=O)N2CCCCCC2)cc1,4,1,-8,4,-2.9,1,20,-2.6,4
CC(=O)[C@@]1(O)CC[C@H]2[C@@H]3CCC4=CC(=O)CC[C@]4(C)[C@H]3[C@@H](O)C[C@@]21C,0,-6,6,4,-0.9,2,20,0.5,14
COc1ccc(CCC(=O)N2c3ccccc3CC2C)cc1 (stereo unspecified),-5,0,21,1,-1.4,0,8,-0.3,1
